PriA SSB inh: inhibitors of Klebsiella pneumoniae PriA binding to SSB C-terminal tail; AlphaScreen SSBct-PriA binding, biotinylated peptide; inhibition, % at 33 µM; 0.6% of 430,000 active; AID 1272365; in the data active = inhibition mostly above about 37%, no sharp cut-off; inactive = mostly below about 20%;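 also: plate controls were negative control peptide for no effect and reference peptide for full effect; strong numbers were not always called active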
Y pestis TopoI: blocks Yersinia pestis topoisomerase I activity; activity, % at 10 µM; AID 504884; 0.064% of 360,000 active; Y. pestis Topo-I cleavage product accumulation, plate reader; in the data active = activity above about 50%, passing the limit was not always enough; also: inactives centre near 2
VHR inh abs: DUSP3 (human) phosphatase inhibition | inhibition, % at 13.3 µM | 0.52% of 290,000 active | P51452 | recombinant VHR phosphatase, pNPP absorbance; in the data active = inhibition above about 50%; also: some compounds called inactive have numbers as strong as hits
Target sequence (P51452 whole entry, looked up): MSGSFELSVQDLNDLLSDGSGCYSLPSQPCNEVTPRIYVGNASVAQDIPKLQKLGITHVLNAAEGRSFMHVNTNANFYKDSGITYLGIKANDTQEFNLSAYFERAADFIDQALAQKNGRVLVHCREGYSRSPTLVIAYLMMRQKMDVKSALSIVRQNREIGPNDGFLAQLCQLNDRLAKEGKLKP
3CLpro inhibitor: SARS-CoV 3CLpro protease inhibition | P0C6X7 | recombinant SARS-CoV 3CLpro, quenched FRET peptide cleavage | inhibition, % at 6 µM | 0.14% of 290,000 active | AID 1706; in the data active = inhibition above about 12%
Vc quorum ag: induces V. cholerae light production without autoinducers; V. cholerae BH1578 lux reporter, luminescence, 6 h; activation, % at 18.7 µM; 0.16% of 350,000 active; in the data active = activation mostly above about 9.7%, no sharp cut-off; also: not every result past the cut was called active; inactives centre near 0; reference of the scale not given here
PrPC surface inh: cell surface PrPC inhibition, primary TR-FRET screen. AID 720596. 0.43% of 370,000 active. TR-FRET read-out. P04156. inhibition, % at 13.8 µM; in the data active = inhibition above about 24%; also: 0% = median of the test wells and 100% = reference compound wells
TcdB GH inh: inhibitors of Clostridioides difficile toxin B glycohydrolase; TcdB glycohydrolase enzymatic assay, plate reader; inhibition, % at 9.99 µM; 0.24% of 350,000 active; AID 652162; in the data active = inhibition above about 10%
Rv3671c inh: Rv3671c (M. tuberculosis) protease inhibition; inhibition, % at 5.96 µM; 0.048% of 320,000 active; in the data active = inhibition above about 38%;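 also: extracellular domain of Rv3671c used as enzyme; 0% = enzyme with DMSO and 100% = no enzyme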
Target sequence (P9WHR9 whole entry, looked up, the tested form may be a part): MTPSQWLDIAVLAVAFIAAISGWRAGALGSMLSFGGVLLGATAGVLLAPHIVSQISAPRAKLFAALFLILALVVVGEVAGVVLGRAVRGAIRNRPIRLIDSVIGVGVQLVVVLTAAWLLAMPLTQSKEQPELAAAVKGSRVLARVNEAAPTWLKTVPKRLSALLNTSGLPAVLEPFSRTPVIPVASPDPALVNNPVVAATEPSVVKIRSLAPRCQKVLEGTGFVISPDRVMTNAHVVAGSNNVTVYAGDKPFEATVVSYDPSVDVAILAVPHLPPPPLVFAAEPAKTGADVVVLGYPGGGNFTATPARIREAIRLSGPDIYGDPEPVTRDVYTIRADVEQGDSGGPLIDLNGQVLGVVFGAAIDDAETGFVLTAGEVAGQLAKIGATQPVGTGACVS
MazEF act: MazEF (E. coli) toxin RNase activation | P0AE70 | FAM/BHQ RNA-DNA oligo cleavage fluorescence, 5 h | activation, % at 20 µM | 0.32% of 350,000 active | AID 504720; in the data active = activation above about 50%
Target sequence (P0AE70 whole entry, looked up): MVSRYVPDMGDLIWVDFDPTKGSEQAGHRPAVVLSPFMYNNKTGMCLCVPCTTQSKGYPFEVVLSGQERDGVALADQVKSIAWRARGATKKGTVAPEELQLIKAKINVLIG
CCHFV vOTU inh: blocks the CCHF virus ovarian tumor domain protease; inhibition, % at 11.5 µM; AID 651958; 0.55% of 370,000 active; CCHFV vOTU protease, Pep-AMC fluorescence; in the data active = inhibition above about 30%; also: 0% = vehicle wells with enzyme and 100% = no enzyme wells
* marks the source's active call; other numbers are inactive results; i = inactive; . = not tested or not shown; & = joins results of further samples.

SMILES | PriA SSB inh | Y pestis TopoI | VHR inh abs | 3CLpro inhibitor | Vc quorum ag | PrPC surface inh | TcdB GH inh | Rv3671c inh | MazEF act | CCHFV vOTU inh
CC(C)(C)NC(=O)CN(Cc1ccc2c(c1)OCO2)C(=O)CNS(=O)(=O)c1ccc(F)cc1 | -8 | -4 | 13 | 2 | i | 2 | 0.3 | 7 | 5 | 10
C[C@@H](C(=O)Nc1cccc(S(=O)(=O)N2CCOCC2)c1)N1C(=O)C2CC=CCC2C1=O (some centres not stated) | -4 | -3 | -10 | 2 | i | 0 | 2.2 | 3 | -8 | 7
Cc1ccc(C(CC(=O)N2CCCC2)c2ccccc2)c(O)c1C (configuration not stated) | -17 | 21 | 4 | 2 | i | 1 | . | -1 | 12 | 3
CC12c3ccccc3C(c3ccccc31)C1C(=O)N(Cc3cccnc3)C(=O)[C@H]12 (some centres not stated) | -4 | 23 | 23 | 4 | i | 2 | . | -6 | 4 | 1
CN(Cc1ccccc1)C(=O)CN1C(=O)c2ccccc2C1=O | -24 | 7 | 18 | -3 | i | -2 | 1.1 | 12 | -4 | -5
O=C(NCC(=O)N(c1cccc(F)c1)C(C(=O)NC1CCCC1)c1ccco1)c1ccco1 (configuration not stated) | -2 | -3 | 18 | 3 | 0.0 | 7 | -7.5 | 1 | 2 | 11
O=C(Nc1ccn(CCCNCC2CCCCC2)c(=O)n1)OCc1ccccc1 | . | 13 | . | . | 0.5 | -4 | 0.5 | . | 13 | -2
O=C(COC(=O)c1cccs1)c1ccc2ccccc2c1 | -15 | 0 | -1 | -1 | i | 2 | . | -19 | -3 | 0
Cc1ccc(C(=O)Nc2cccc(S(=O)(=O)N3CCCCC3)c2)cc1S(=O)(=O)N1CCOCC1 | 1 | 20 | . | . | -0.8 | 10 | 1.8 | . | -5 | 5
O=C(Nc1ccccc1)N1CCC(c2ccccc2)C1 (configuration not stated) | 8 | -7 | 25 | -1 | i | 0 | . | 5 | 6 | 6
CC(=O)Nc1ccc(S(=O)(=O)Nc2nc3ccccc3nc2Nc2ccc(N)cc2)cc1 | 6 | 4 | 19 | -2 | -3.7 | -3 | 1.8 | 2 | -2 | 25
COc1ccc(NC(=O)CN(C)C(=O)c2cc(-c3cccs3)nn2-c2ccccc2)cc1 | 6 | -7 | . | . | -0.6 | 6 | 0.6 | 6 | 0 | 8
COc1cc(NC(=O)C2CC2)c(C(=O)O)cc1OC | -8 | 5 | 12 | -2 | -0.3 | -5 | . | -6 | -5 | 6
Cc1ccc(C)c(S(=O)(=O)N2CCN(C(=O)c3ccc4ccccc4n3)CC2)c1 | 0 | 32 | . | . | -4.0 | 8 | 0.8 | -7 | -5 | 5
O=C(COc1ccc(F)cc1)Nc1ccc(S(=O)(=O)Nc2ncccn2)cc1 | -1 | -1 | . | . | -5.9 | 1 | -0.6 | -2 | 1 | -5
CC(=O)c1c(O)c2ccccc2n(Cc2ccccc2)c1=O | -11 | 2 | 16 | -2 | i | -3 | 1.8 | 0 | -4 | 12
O=C(NCCCN1CCN(c2cccc(Cl)c2)CC1)c1cccc(N2CCCC2=O)c1 | 16 | 35 | 31 | -2 | i | 1 | . | -8 | 1 | 14
CCc1noc(C)c1C(=O)N1CCCC(CCC(=O)NCc2cccc(OC)c2)C1 (configuration not stated) | -17 | -12 | 12 | -2 | -0.2 | -7 | -0.2 | 5 | 5 | 8
CC(=O)c1ccc(OCCCC(=O)Nc2cccc(S(=O)(=O)N3CCOCC3)c2)cc1 | -4 | 17 | . | . | 1.3 | -5 | 0.6 | -2 | 0 | 2
COc1ccc(CCNc2cn[nH]c(=O)c2Cl)cc1OC | -2 | 5 | 19 | -5 | -0.2 | 2 | -0.1 | 1 | 8 | -5
COc1cc(C(=O)OCC(=O)N(CC(C)C)C2CCS(=O)(=O)C2)ccc1OCC(C)C (configuration not stated) | -9 | 26 | . | . | i | 0 | 1.3 | -5 | -2 | 23
CCN(CC(=O)Nc1ccc(OC)cc1)C(=O)CSCC(=O)Nc1ccc(C)cc1 | -3 | -2 | -19 | 2 | -0.8 | 0 | 0.9 | 0 | 10 | -7
Cc1c(NC(=O)c2cc(-c3ccccc3O)on2)c(=O)n(-c2ccccc2)n1C | -4 | 7 | -1 | -1 | -0.5 | -7 | -1.2 | 0 | 4 | -5
CCOC(=O)Cn1c2c(c(=N)c3c1CCC3)CCC2 | -24 | -7 | -3 | 2 | i | -3 | . | -2 | -4 | -1
OCCCN1CNC(=S)NC1 | . | 0 | . | . | i | 2 | 3.4 | . | 14 | 8
Further compounds.
SMILES | PriA SSB inh | Y pestis TopoI | VHR inh abs | 3CLpro inhibitor | Vc quorum ag | PrPC surface inh | TcdB GH inh | Rv3671c inh | MazEF act | CCHFV vOTU inh
COc1ccccc1Nc1nc(N)nc(CSCCO)n1 | -15 | 5 | 17 | 2 | 0.0 | -2 | . | -1 | -2 | 5
COc1ccc(NC(=O)N2CCC(n3cnc4ccccc43)CC2)cc1 | -10 | -2 | 39 | 3 | -1.4 | 9 | 0.4 | 0 | -4 | 3
COC(=O)C1=C(C)N(C)C(=S)NC1c1cc(OC)ccc1OC (configuration not stated) | 12 | -2 | 32 | 0 | -2.9 | 4 | 1.8 | 3 | -12 | 2
O=C(CCCSc1nc2ccccc2[nH]1)NC1CCCCC1 | 9 | -7 | -17 | -1 | -0.5 | 1 | -0.1 | 0 | -5 | 2
COc1ccc(CCN(C)C(=O)CNC(=O)c2ccc3c(c2)OCO3)cc1OC | 1 | -1 | 14 | 3 | i | 1 | 0.0 | . | 0 | -2
Cc1cc(O)ccc1-c1cccc2nccn12 | . | -2 | . | . | -1.2 | 3 | 0.1 | . | . | -20
O=C1CS/C(=N/N=C/c2ccco2)N1Cc1ccc(F)cc1 | . | 2 | 18 | 2 | 0.5 | -5 | 4.5 | 10 | -4 | 11
O=C(Cc1cccs1)Nc1nnc(-c2ccc(F)cc2)s1 | -1 | -11 | 6 | -1 | i | 5 | 5.6 | 0 | -3 | 22
CCC1CCC(N2CCN(c3ccccc3F)CC2)CC1 (configuration not stated) | -5 | 6 | -3 | 0 | i | -6 | -0.1 | 6 | 2 | 4
CCN(CC)CCCNC(=O)CCC(=O)Nc1ccc2nc(N3CCCCC3)cc(C)c2c1 | -8 | -7 | 15 | -7 | -0.7 | -10 | 0.0 | -8 | 3 | -54
CCS(=O)(=O)c1nc2ccccc2n1Cc1ccccc1Cl | -19 | 2 | 19 | -3 | -0.4 | -3 | 2.8 | -2 | 2 | -9
O=C(CSCc1ccc(F)cc1)NC1CCCC1 | -28 | 5 | 2 | 1 | -4.5 | 6 | . | -2 | 1 | -3
CC(=O)c1cn(Cc2ccc(F)cc2)c2ccccc12 | -6 | 0 | 1 | -5 | i | 5 | 0.6 | -6 | -1 | -9
COc1cccc(C2=NOC(C(=O)Nc3cccc(C(C)=O)c3)C2)c1 (configuration not stated) | -4 | 7 | 21 | -5 | i | 3 | . | -9 | -15 | 3
COc1cccc(N(C(=O)c2snc(C(N)=O)c2N)C(C(=O)NCC2CCCO2)c2ccc(F)cc2)c1 (configuration not stated) | -3 | 15 | 6 | 5 | -2.2 | -5 | 0.9 | 5 | 0 | -19
O=C(CSc1nnc(CN2CCOCC2)n1-c1ccc(Cl)cc1)Nc1ccc2c(c1)OCO2 | -5 | 12 | 6 | -7 | i | 5 | . | -1 | -3 | 17
N=C1S/C(=C\c2ccccc2)C(=O)N1c1ccc(F)cc1 | -13 | -2 | -22 | -1 | i | 10 | 0.6 | 9 | 0 | -2
Cn1c(=NC(=O)c2ccc3c(c2)OCCO3)sc2cc(S(C)(=O)=O)ccc21 | -15 | 1 | 22 | -6 | -0.3 | -3 | 0.9 | 6 | -7 | -4
C[C@@H]1CN([C@@H](C)CO)C(=O)c2cc(Br)cnc2O[C@H]1CN(C)C(=O)C1CCCCC1 | . | -2 | . | . | -4.5 | -6 | -0.1&-1.4&0.9 | . | 6 | -6
CCOC(=O)N/N=C/c1cn(CCCOc2ccc(C)cc2)c2ccccc12 | . | 22 | -4 | 5 | -0.2 | 13 | . | -5 | -4 | 19
O=C(N/N=C/c1ccc(F)cc1)c1cccc(NC(=O)c2ccc(F)cc2)c1 | . | -9 | 40 | -1 | 1.2 | 0 | -2.0 | -39 | 15 | 20
O=C(NCC1CCCO1)C1CCN(S(=O)(=O)Cc2ccccc2)CC1 (configuration not stated) | -6 | 4 | 22 | 1 | -5.9 | 2 | . | 0 | -4 | 3
COc1cccc(-c2nc(-c3ccccc3)no2)c1 | -61 | 11 | 5 | 5 | -2.6 | 9 | . | 0 | 4 | 4
O=C(NC1CCCCC1)N(Cc1ccc(F)cc1)Cc1nc2ccccc2c(=O)[nH]1 | -8 | -3 | 4 | -4 | -7.7 | 1 | . | 1 | 6 | 18
COc1ccc2cc(S(=O)(=O)N3CCN(C)CC3)ccc2c1 | -18 | -9 | 18 | 5 | i | -2 | 1.4 | -1 | -1 | 0
Later entries
SMILES | PriA SSB inh | Y pestis TopoI | VHR inh abs | 3CLpro inhibitor | Vc quorum ag | PrPC surface inh | TcdB GH inh | Rv3671c inh | MazEF act | CCHFV vOTU inh
O=C(Nc1ccc(N2CCOCC2)c(S(=O)(=O)Nc2ccccc2Cl)c1)c1ccccc1 | -4 | 4 | . | . | 0.7 | -3 | 2.5 | -24 | -3 | 10
COc1cccc(CN2CCNC(=O)C2CC(=O)NCCCn2ccnc2)c1 (configuration not stated) | 3 | 9 | 0 | 4 | -0.3 | -6 | -1.0 | -3 | 10 | -10
CCOC(=O)c1c(C)n(C)c2ccc(OC)c(NC(=O)CN3CCC4(CC3)OCCO4)c12 | -9 | 0 | -11 | -6 | -0.4 | -6 | . | -4 | 5 | 6
CCn1nnnc1NCc1cccc(Cl)c1 | -13 | -3 | 25 | 0 | 3.0 | 2 | 0.2 | -2 | -3 | -18
Cc1ccc(-n2c(CNc3ccc(C)c(Cl)c3)n[nH]c2=S)cc1 | 13 | 10 | 6 | 10 | -0.3 | -5 | 3.2 | 0 | -4 | 7
CN=C1S/C(=C/c2cn(CC(=O)OC)c3ccccc23)C(=O)N1C | -7 | 12 | 0 | -4 | -0.6 | -3 | 0.3 | -2 | -21 | 3
CCCCN(C)CCNC(=O)Cn1c(=O)sc2ccccc21 | -1 | 4 | 25 | . | i | -6 | -0.2 | 6 | 7 | -3
O=C(O)c1cc(N2CCCCC2)ccn1 | -8 | 0 | . | . | -1.0 | 2 | 0.0 | . | 9 | 2
COc1cccc(/C=N/NC(=O)CCCc2ccc(OC)c(C)c2)c1 | . | 31 | 21 | 3 | -0.3 | 11 | . | -8 | 2 | 10
O=C(c1cccc(C(=O)N2CCN(c3ccc(F)cc3)CC2)c1)N1CCN(c2ccc(F)cc2)CC1 | 5 | 1 | 4 | 7 | -0.3 | . | 0.9 | 1 | -6 | .
Fc1cc(F)cc(NC(=S)NCCCN2CCOCC2)c1 | -25 | -8 | 13 | 1 | i | -2 | 0.4 | -7 | 6 | 0
Cc1cc(NC(=O)CSc2ccc3nnc(-c4ccc(F)cc4)n3n2)no1 | -6 | 3 | 48 | 0 | 1.4 | -5 | 1.6 | -6 | 1 | 16
Cc1cc(NS(=O)(=O)c2ccc(NC(=O)Cc3ccccc3)cc2)nc(C)n1 | -5 | -1 | 25 | 0 | -0.9 | 1 | -0.5 | 2 | 9 | -1

Profiles as entered above. Screens in order: PriA SSB inh | Y pestis TopoI | VHR inh abs | 3CLpro inhibitor | Vc quorum ag | PrPC surface inh | TcdB GH inh | Rv3671c inh | MazEF act | CCHFV vOTU inh
CCn1nnnc1NCc1cccc(Cl)c1 reads -13 | -3 | 25 | 0 | 3.0 | 2 | 0.2 | -2 | -3 | -18
CC(=O)Nc1ccc(S(=O)(=O)Nc2nc3ccccc3nc2Nc2ccc(N)cc2)cc1 reads 6 | 4 | 19 | -2 | -3.7 | -3 | 1.8 | 2 | -2 | 25
COc1cc(C(=O)OCC(=O)N(CC(C)C)C2CCS(=O)(=O)C2)ccc1OCC(C)C (configuration not stated) reads -9 | 26 | . | . | i | 0 | 1.3 | -5 | -2 | 23
CC(=O)c1ccc(OCCCC(=O)Nc2cccc(S(=O)(=O)N3CCOCC3)c2)cc1 reads -4 | 17 | . | . | 1.3 | -5 | 0.6 | -2 | 0 | 2
O=C(Nc1ccn(CCCNCC2CCCCC2)c(=O)n1)OCc1ccccc1 reads . | 13 | . | . | 0.5 | -4 | 0.5 | . | 13 | -2

Compound activity (PubChem)

A portion of the library; rates above refer to the full screens.
